# From PubChem
# Rac1 wt GTP bind – wildtype Rac1 GTP binding modulators, primary screen, biochemical, GST-Rac1 beads, flow cytometry, multiplex. AID 757, 2007. Ras-related C3 botulinum toxin substrate 1 (Homo sapiens), P63000. fluorescent GTP binding; actives lie on both sides; 0 = cold GTP competed, 100 = untreated. GTP binding activity (% of control), % at 10 µM. 0.27% of 190,000 active;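 active = GTP binding activity at least 20 points away from the 100% control level, either lower or higher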
# Cdc42 wt GTP – modulators of GTP binding to wildtype Cdc42, primary screen, biochemical, multiplex bead flow cytometry, Bodipy-GTP; 0.2% of 190,000 active; percent activity (GTP binding), % at 10 µM; AID 761, 2007; GST-Cdc42 beads; actives lie on both sides;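 active = percent activity GTP binding at least 20 points away from the 100% baseline, either down as inhibitor or up as activator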;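 also: median bead fluorescence of bound Bodipy-FL-GTP at 100 nM; 0% = excess unlabeled GTP control and 100% = no compound control; below 100% means less GTP binding so inhibitor and above means activator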
# Target sequence (P60953 whole entry, looked up): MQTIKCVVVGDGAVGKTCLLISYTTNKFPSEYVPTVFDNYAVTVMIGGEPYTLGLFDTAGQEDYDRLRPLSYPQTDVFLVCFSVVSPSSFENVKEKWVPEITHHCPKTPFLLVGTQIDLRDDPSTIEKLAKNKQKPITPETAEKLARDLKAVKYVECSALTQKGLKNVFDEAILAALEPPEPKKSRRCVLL
# Pf gametocyte – late stage P. falciparum gametocyte viability inhibitors, primary screen, ATP luminescence, HTS; P. falciparum stage V gametocytes, 24 h; inhibition, % at 10.9 µM; 0.065% of 150,000 active; AID 743093, 2013;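 active = inhibition above the mean plus 3 SD of compounds within the control limits, set per campaign, cut at about 38% in these data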;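 also: 0% = DMSO wells and 100% = medium only without gametocytes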
# ABCG2 block – ABCG2 efflux pump inhibitors, primary screen, multiplex with ABCB1, IgMXP3 cells, flow cytometry; Broad substrate specificity ATP-binding cassette transporter ABCG2 (Homo sapiens), Q9UNQ0; JC-1 efflux; inhibition, % at 6.6 µM; 0.1% of 190,000 active; AID 1325, 2008;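 active = inhibition above 80%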;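 also: 0% = DMSO and 100% = nicardipine control wells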
#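 Test system: IgMXP3 (ABCG2) plus far-red-tagged CCRF-Adr (ABCB1) cells / Amount: 3 million cells/mL in well / Reagent: JC-1 transporter substrate / Timing: 10 min compound exposure, 25 °C / Signal: flow cytometry, 530 nm JC-1 signal / Read-out: percent efflux inhibition, scaled nicardipine 100% to DMSO 0% / Benchmarks: nicardipine as high control, DMSO as low control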
# HRas wt GTP – modulators of GTP binding to HRas wildtype, primary screen, biochemical, bead-based flow cytometry, multiplex | GTPase HRas (Homo sapiens), P01112 | GST-Ras wt beads, Bodipy-FL-GTP binding; actives lie on both sides | GTP binding activity, % at 10 µM | 0.14% of 190,000 active;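 active = GTP binding activity at least 20% away from the 100% baseline, either lowered as inhibitor or raised as activator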;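 also: 0% = unlabeled GTP competition control and 100% = no-compound control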
# Target sequence (P01112 whole entry, looked up): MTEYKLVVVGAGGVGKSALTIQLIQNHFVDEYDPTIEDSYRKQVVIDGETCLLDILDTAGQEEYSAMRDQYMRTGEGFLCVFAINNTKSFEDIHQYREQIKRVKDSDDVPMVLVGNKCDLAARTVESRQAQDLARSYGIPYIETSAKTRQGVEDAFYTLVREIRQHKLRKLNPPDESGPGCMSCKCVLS
# GSH fluor – compound fluorescence on glutathione beads, profiling panel, artefact control, biophysical, 488/530 nm, flow cytometry | 0.25% of 190,000 active | fluorescence (KMESF) at 10 µM | GSH beads flow cytometry, compound fluorescence 488/530 nm; stronger effect = higher value | AID 1776, 2009; in the data active = fluorescence above about 89;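 also: glutathione beads carrying GST-tagged Bcl family fusion proteins plus one bare bead set; values are compound well signal with DMSO vehicle wells as background; inactives centre near 16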
# Rac1 act GTP bind – GTP binding modulators of activated mutant Rac1, primary screen, biochemical, bead-based flow cytometry, multiplex, fluorescent GTP; 0.11% of 190,000 active; percent activity (GTP binding), % at 10 µM; Ras-related C3 botulinum toxin substrate 1 (Homo sapiens), P63000; GST-Rac1 activated beads; actives lie on both sides; 100% means binding = to untreated wells;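 active = GTP binding at least 20 percentage points away from the 100% baseline, in either direction, so actives lie on both sides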
# Rab7 wt GTP bind – modulators of GTP binding to Rab7, primary screen, biochemical, wildtype, multiplex bead flow cytometry | Rab7 GTPase wild type (dog), Bodipy-FL-GTP binding | GST-Rab7 beads, fluorescent GTP binding; actives lie on both sides; untreated = 100%, excess cold GTP = 0% | GTP binding activity (percent of control), % at 10 µM | 0.055% of 190,000 active;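 active = fluorescent GTP binding to Rab7 beads changed by at least 20 points from the 100% baseline, either direction, mostly lower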;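 also: median green fluorescence of bound Bodipy-FL-GTP per Rab7 bead population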
# ABCB1 block – ABCB1 efflux pump inhibitors, primary screen, cell-based, multiplex, flow cytometry, ABCG2 counter-screen; ATP-dependent translocase ABCB1 (Homo sapiens), P08183; CCRF-Adr cells, JC-1 efflux; inhibition, % at 6.6 µM; 0.067% of 190,000 active; in the data active = inhibition above about 40%;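 also: 0% = vehicle and 100% = reference inhibitor; higher value means more JC-1 retained so stronger ABCB1 efflux block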
# Rab2 wt GTP – modulators of GTP binding to Rab2A wildtype, primary screen, biochemical, dog, bead-based flow cytometry, multiplex | Ras-related protein Rab-2A (Canis lupus familiaris), P61105 | GST-Rab2 wt beads, Bodipy-GTP binding | GTP binding activity, % at 10 µM | 0.19% of 190,000 active | AID 760, 2007;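 active = GTP binding activity at least 20 points away from 100%, either lowered or raised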;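 also: 0% = beads with excess unlabeled GTP and 100% = no-compound control corrected for plate trend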
# Avidin fluor – green autofluorescence of compounds with avidin beads – biophysical, 488/530 nm, flow cytometry, artefact control, profiling panel. compound fluorescence 488/530 nm; stronger effect = higher value. fluorescence (KMESF) at 10 µM. 0.38% of 220,000 active. AID 1775, 2009; in the data active = fluorescence above about 47; also: inactives centre near 10
# * = called active by the depositor; . = not tested or not shown.
cpd | SMILES | Rac1 wt GTP bind | Cdc42 wt GTP | Pf gametocyte | ABCG2 block | HRas wt GTP | GSH fluor
1 | CN1c2ccccc2C(C)(C)C12CC(c1cccc(S(=O)(=O)N3CCCC3)c1)=NO2 (stereo not drawn) | 104 | 102 | 8 | -1 | 103 | 6
2 | O=C(N/N=C/c1ccc(C(F)(F)F)cc1)c1ccc(O)cc1 | 99 | 92 | -12 | 3 | 96 | 26
3 | COc1cc(C(C[N+](=O)[O-])c2c(C)[nH]c3ccccc23)ccc1O (stereo not drawn) | 104 | 104 | 4 | 0 | 100 | 9
4 | c1ccc(CN2CCN(C(c3ccccc3)c3nnnn3Cc3ccccc3)CC2)cc1 (stereo not drawn) | 105 | 102 | -12 | 6 | 103 | 31
5 | CN(c1ccc(C(=O)N2CCCCC2)cc1)S(=O)(=O)c1ccccc1 | 101 | 102 | -32 | -5 | 100 | 35
6 | Cc1ccc(C)c(N/C(N)=N/c2nc(C)cc(C)n2)c1 | 105 | 102 | 14 | 5 | 98 | 10
7 | COC(=O)/C=C1\SC(=NC(=O)c2cccc(Cl)c2)NC1=O | 91 | 92 | -8 | 0 | 95 | 8
8 | COc1cccc(CSc2nnc(CSc3nc4nc(C)cc(C)n4n3)s2)c1 | 99 | 94 | . | 32 | 97 | 31
9 | O=C(CN1CCN(Cc2ccc3c(c2)OCO3)CC1)Nc1ccc(N2CCOCC2)cc1 | 101 | 100 | . | 5 | 99 | 11
10 | O=C(NCc1ccco1)c1ccc2ccccc2c1 | 99 | 101 | . | 5 | 101 | 13
11 | CCn1cc(C(=O)NC2CCC(C)CC2)c(=O)c2cc(S(=O)(=O)N3CCCCC3)ccc21 (stereo not drawn) | 106 | 97 | . | 20 | 103 | 49
12 | COC(=O)COc1ccsc1C(=O)OC | 105 | 104 | . | 2 | 103 | 13
13 | COc1ccc(NS(=O)(=O)c2ccc3c(c2)Cc2ccccc2-3)cn1 | 103 | 100 | . | 3 | 98 | 14
14 | CCn1c(=S)[nH]c2cc(C(=O)OC)ccc2c1=O | 101 | 98 | . | 2 | 99 | 13
15 | CNC(=S)N/N=C/c1cc(C)n(-c2ccc(Cl)c(Cl)c2)c1C | 102 | 101 | -3 | 1 | 99 | 11

cpd | Rac1 act GTP bind | Rab7 wt GTP bind | ABCB1 block | Rab2 wt GTP | Avidin fluor
1 | 103 | 99 | 0.8 | 100 | 3
2 | 99 | 97 | -0.1 | 97 | 6
3 | 99 | 98 | 7.2 | 101 | 1
4 | 99 | 101 | 7.1 | 99 | 7
5 | 98 | 97 | 0.0 | 100 | 15
6 | 102 | 99 | 1.0 | 97 | 11
7 | 91 | 95 | -0.1 | 93 | 11
8 | 92 | 100 | -1.2 | 96 | 15
9 | 99 | 105 | 0.2 | 101 | 10
10 | 98 | 98 | 0.5 | 100 | 37
11 | 99 | 99 | 13 | 98 | 14
12 | 100 | 101 | 0.4 | 100 | 8
13 | 97 | 96 | -1.1 | 98 | 6
14 | 96 | 102 | 0.1 | 98 | 7
15 | 100 | 95 | 0.2 | 98 | 7

# Going on with the list:
cpd | SMILES | Rac1 wt GTP bind | Cdc42 wt GTP | Pf gametocyte | ABCG2 block | HRas wt GTP | GSH fluor
16 | CN(C(=O)CCc1ccccc1)c1nnc(-c2ccncc2)s1 | 101 | 98 | 4 | 2 | 97 | 18
17 | Cc1ccc2cc(CN(Cc3ccccc3)Cc3nnnn3C3CCCC3)c(=O)[nH]c2c1 | 98 | 97 | 29 | 3 | 98 | 22
18 | CN(CC(=O)N1CCCCCC1)S(=O)(=O)c1ccc(Br)s1 | 107 | 105 | 13 | 6 | 102 | 11
19 | Cc1cc(NC(=O)C2CCCCC2)ncc1NC(=O)c1ccccn1 | 102 | 95 | . | 3 | 100 | 21

cpd | Rac1 act GTP bind | Rab7 wt GTP bind | ABCB1 block | Rab2 wt GTP | Avidin fluor
16 | 98 | 95 | 0.4 | 95 | 9
17 | 98 | 94 | 1.5 | 95 | 4
18 | 102 | 102 | 0.5 | 104 | 31
19 | 98 | 102 | 0.4 | 98 | 10

# Reprinted, entries 6–17
cpd | SMILES | Rac1 wt GTP bind | Cdc42 wt GTP | Pf gametocyte | ABCG2 block | HRas wt GTP | GSH fluor
6 | Cc1ccc(C)c(N/C(N)=N/c2nc(C)cc(C)n2)c1 | 105 | 102 | 14 | 5 | 98 | 10
7 | COC(=O)/C=C1\SC(=NC(=O)c2cccc(Cl)c2)NC1=O | 91 | 92 | -8 | 0 | 95 | 8
8 | COc1cccc(CSc2nnc(CSc3nc4nc(C)cc(C)n4n3)s2)c1 | 99 | 94 | . | 32 | 97 | 31
9 | O=C(CN1CCN(Cc2ccc3c(c2)OCO3)CC1)Nc1ccc(N2CCOCC2)cc1 | 101 | 100 | . | 5 | 99 | 11
10 | O=C(NCc1ccco1)c1ccc2ccccc2c1 | 99 | 101 | . | 5 | 101 | 13
11 | CCn1cc(C(=O)NC2CCC(C)CC2)c(=O)c2cc(S(=O)(=O)N3CCCCC3)ccc21 (stereo not drawn) | 106 | 97 | . | 20 | 103 | 49
12 | COC(=O)COc1ccsc1C(=O)OC | 105 | 104 | . | 2 | 103 | 13
13 | COc1ccc(NS(=O)(=O)c2ccc3c(c2)Cc2ccccc2-3)cn1 | 103 | 100 | . | 3 | 98 | 14
14 | CCn1c(=S)[nH]c2cc(C(=O)OC)ccc2c1=O | 101 | 98 | . | 2 | 99 | 13
15 | CNC(=S)N/N=C/c1cc(C)n(-c2ccc(Cl)c(Cl)c2)c1C | 102 | 101 | -3 | 1 | 99 | 11
16 | CN(C(=O)CCc1ccccc1)c1nnc(-c2ccncc2)s1 | 101 | 98 | 4 | 2 | 97 | 18
17 | Cc1ccc2cc(CN(Cc3ccccc3)Cc3nnnn3C3CCCC3)c(=O)[nH]c2c1 | 98 | 97 | 29 | 3 | 98 | 22

cpd | Rac1 act GTP bind | Rab7 wt GTP bind | ABCB1 block | Rab2 wt GTP | Avidin fluor
6 | 102 | 99 | 1.0 | 97 | 11
7 | 91 | 95 | -0.1 | 93 | 11
8 | 92 | 100 | -1.2 | 96 | 15
9 | 99 | 105 | 0.2 | 101 | 10
10 | 98 | 98 | 0.5 | 100 | 37
11 | 99 | 99 | 13 | 98 | 14
12 | 100 | 101 | 0.4 | 100 | 8
13 | 97 | 96 | -1.1 | 98 | 6
14 | 96 | 102 | 0.1 | 98 | 7
15 | 100 | 95 | 0.2 | 98 | 7
16 | 98 | 95 | 0.4 | 95 | 9
17 | 98 | 94 | 1.5 | 95 | 4
